KCNH2 3.1 block: KCNH2 3.1 (human) potassium channel inhibition. 0.95% of 340,000 active. U2OS KCNH2 3.1, thallium flux FluxOr; stronger effect = lower value. activity change, % (tested at about 1.8 µM);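 active = maximum activity change below -70%; inconclusive = maximum activity change from -70% to -50%; inactive = maximum activity change above -50%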;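 also: thallium influx rate constant from kinetic fluorescence after stimulation buffer; % is scaled to controls: 0 for no effect and ±100 for the full control effect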
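U2OS cells transduced with KCNH2 3.1 mutant virus (1.77 x 10^8 /mL, 4 h), plated overnight at 37 C, loaded 45 min with FluxOr dye plus Red40 quencher. Thallium flux rate constant from kinetic reads after stimulation buffer, normalised to controls.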
KCNH2 WT inh: inhibitors of human wildtype KCNH2 potassium channel; Q12809; U2OS, BacMam KCNH2, thallium flux FluxOr; stronger effect = lower value; activity change, % at 1.84 µM; 0.37% of 340,000 active; AID 720551;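 active = maximum activity change below -70%; inconclusive = maximum activity change between -70% and -50%; inactive = maximum activity change above -50%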; also: % is scaled to controls: 0 for no effect and ±100 for the full control effect
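U2OS cells transduced with wild-type KCNH2 virus are loaded with FluxOr dye for 45 min, and thallium flux is measured in kinetic reads before and after stimulation buffer. Rate constants are normalized to DMSO controls.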
TCR activator: activators of T cell receptors | primary human leukocytes, anti-CD3, IL-2 HTRF, 48 h | 330,000 tested, under 10 active | Potency, µM (highest dose often 9.22 µM), for the others: top-dose activation of IL-2 secretion, actives largely listed as activators | AID 504894; active = well fitted activation curve with a large enough effect; inconclusive = small, poorly fitted or top-dose-only effect, or another doubt; inactive = no such curve, though single readings can be large or run the other way; also: % of control where 0% means no effect
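Activity was scored as IL-2 release from primary human leukocytes given only a TCR signal (a-CD3 beads) plus compound for 48 hr. Detection used a two-antibody HTRF format read at 665nm.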
* = called active by the depositor; ? = inconclusive. This is a subset, so the mix of outcomes need not match the whole.

SMILES	KCNH2 3.1 block	KCNH2 WT inh	TCR activator
COC(=O)C1=C(C)N(CCCC(=O)O)C(=O)NC1c1ccccc1OS(=O)(=O)c1ccccc1[N+](=O)[O-] (stereo not given)	-15	-2	-2%
CCCCn1cnc2c(SCc3ccccc3)nc(N)nc21	16	-4	1%
O=C(CSc1ncnc2c1oc1ccccc12)Nc1ccc2c(c1)OCCO2	0	5	3%
CN1CCN(S(=O)(=O)c2ccc(Cl)c(C(F)(F)F)c2)CC1	?	15	-39%
O=C(c1ccccc1)C1OC1C(=O)c1ccccc1 (stereo not given)	-2	4	-5%
CN(c1ccc(OCC(=O)OCC(=O)Nc2ccc([N+](=O)[O-])cc2)cc1)S(=O)(=O)c1cccs1	-17	-1	-1%
O=C(O)C(S)C(S)C(=O)O (stereo not given)	3	6	3%
O=C(Cc1cccc(NC(=O)C2CCCN(C(=O)C3CCCCC3)C2)c1)Nc1cccc(C(=O)N2CCOCC2)c1 (stereo not given)	19	-14	-2%
C=C(CCO)C1=CCN(S(=O)C(C)(C)C)[C@H]1CCO (stereo not given in full)	13	-1	-2%
COc1ccc(NS(=O)(=O)c2cccc3ccccc23)cc1	-13	1	-1%
O=C(O)CN1C(=O)C2(OCCO2)c2cc(Br)ccc21	5	-2	6%
O=C(/C=C/c1ccco1)c1cccc([N+](=O)[O-])c1	9	10	1%
O=C1c2ccccc2C(=O)N1CCC1(O)C(c2ccccc2)=Nc2ccccc21 (stereo not given)	6	-6	1%
CCOC(=O)c1ccc(NC(=O)c2c(N)n(Cc3ccccc3)c(=O)[nH]c2=O)cc1	-22	7	-7%
COc1ccc(OC)c(/C=N\NC(=O)c2ccc(COc3ccc(C)cc3[N+](=O)[O-])o2)c1	6	2	1%

The closing five entries of the section above open the next one.
SMILES	KCNH2 3.1 block	KCNH2 WT inh	TCR activator
O=C(O)CN1C(=O)C2(OCCO2)c2cc(Br)ccc21	5	-2	6%
O=C(/C=C/c1ccco1)c1cccc([N+](=O)[O-])c1	9	10	1%
O=C1c2ccccc2C(=O)N1CCC1(O)C(c2ccccc2)=Nc2ccccc21 (stereo not given)	6	-6	1%
CCOC(=O)c1ccc(NC(=O)c2c(N)n(Cc3ccccc3)c(=O)[nH]c2=O)cc1	-22	7	-7%
COc1ccc(OC)c(/C=N\NC(=O)c2ccc(COc3ccc(C)cc3[N+](=O)[O-])o2)c1	6	2	1%
O=C(NCc1ccc(OC(F)(F)F)cc1)c1ccc2c(c1)S(=O)(=O)c1ccccc1C2=O	-10	13	4%
CC(=O)N1[C@H](C)C=C[C@]1(Cc1ccccc1)C(=O)NCCN1CCOCC1	-12	9	2%
N=C1C(=O)NC(=O)C1c1ccccc1 (stereo not given)	4	0	-2%
COc1ccc(Cl)cc1C=CC=Nc1ccc(S(N)(=O)=O)cc1	-7	-7	6%
Nc1ccn(C2CCCO2)c(=O)n1 (stereo not given)	8	3	-1%
CCN1C[C@@H]2[C@@H]3C(=O)N(Cc4ccccc4)C(=O)[C@@H]3[C@](C)(C1=O)N2C(=O)c1ccc(C(C)(C)C)cc1	5	2	5%
O=C(c1ccco1)N1CCN(C(=O)C2CCN(S(=O)(=O)c3cccc4nsnc34)CC2)CC1	-8	-5	-2%
CCOC(=O)Cc1cc(=O)[nH]n(-c2ccccc2)c1=O	8	1	-7%
COc1cc(C(=O)O)c2c(c1C)OC(=O)c1c(C)cc(O)c(C=O)c1O2	4	-1	-5%
COc1ccc(-c2nc3c(c(SCC(=O)N4CCCC4)n2)COC(C)(C)C3)cc1	4	9	-4%
O=C(Cc1ccc(NC(=O)C2CCN(C(=O)C3CC3)CC2)cc1)Nc1cccc(C(=O)N2CCCC2)c1	0	32	4%
O=C1NC(=S)NC1(c1ccccc1)c1ccccc1	-4	2	1%
c1ccc2c(c1)CSc1ccccc1N2	?	-10	1%
Cc1ccc2scc(CN3CCCC3)c2c1	-8	-1	3%
CC1=C[C@@H](C)[C@@H](c2ccccc2)OC1=O	23	2	-4%
Cc1ccccc1Oc1ccc2c(c1)[C@@H]1C[C@H]3[C@@H](C(=O)N1CC2)[C@H](C)ON3C	-26	-5	0%
O=[N+]([O-])c1cc(C(F)(F)F)ccc1NCCc1ccccn1	-11	-1	0%
COc1ccc(C#Cc2c(-c3ccsc3)oc3ccc(N4CCOCC4)cc23)cc1	-5	1	-1%
O=C1c2ccccc2C(=O)N1c1ccccc1	-6	-6	-4%
Nc1cc2c(cc1[N+](=O)[O-])-c1ccccc1C2=NO	13	-13	0%
Oc1cccc(C=NN=C2c3ccccc3-c3ccccc32)c1	-5	6	-4%
CNC(=O)C1CC(=O)N(c2ccc(OCC(=O)Nc3ccc(F)cc3)cc2)C1 (stereo not given)	34	-3	-2%
CC(C)CNC(=O)C(=O)NC1CCCC1	-4	-1	-16%
CC(=NN(Cc1ccccc1)c1ccccc1)c1ccccc1	1	-3	-7%
COCCCN(C(=O)Cc1ccc(S(=O)(=O)N2CCOCC2)s1)c1c(N)n(Cc2ccccc2)c(=O)[nH]c1=O	7	-15	-3%
NS(=O)(=O)c1cnccc1Nc1cccc(Br)c1	-6	5	-6%
CN(C)C(CNC(=O)c1cc2ccccc2o1)c1ccccc1 (stereo not given)	-2	3	9%
CN(C(=O)c1cccc(NC(=O)Cc2ccc(NC(=O)C3CCCN(C(=O)C4CC4)C3)cc2)c1)C1CCCC1 (stereo not given)	4	-2	-4%
Cc1ccc(C(=O)Cc2ccccc2)cc1	-6	-3	1%
O=C(NN=Cc1ccccc1O)C1CC1	13	-1	-4%
O=C(C[n+]1ccccc1)Nc1ccccc1	10	-10	-4%
Cc1nc(-c2ccc(F)cc2)c(CC(=O)N(C)CC(=O)Nc2ccc(Cl)c(C(F)(F)F)c2)s1	21	-2	4%
CN(C)C(CNC(=O)c1cccc(S(=O)(=O)Nc2ccccc2Cl)c1)c1ccccc1 (stereo not given)	-10	5	3%
COc1ccc(C(=O)Nc2ccc(S(=O)(=O)N3CCOCC3)cc2)cc1	-4	3	-5%
COc1cc2c(c(OC)c1OC)-c1ccc(SC)c(=O)cc1C(N)CC2 (stereo not given)	3	18	20%
COc1ccc(S(=O)(=O)N2CCN(Cc3cccc(F)c3)CC2)cc1	3	3	-2%
CSc1nc(N)nc2c1ncn2C1OC(CO)C(O)C1O (stereo not given)	13	-2	2%
COc1ccc(CN2CCN(C(=O)c3ccccc3F)CC2)c(OC)c1OC	-15	-1	-4%
COC(=O)[C@@H](NCc1ccc(B(O)O)cc1)C(C)C	-2	0	-1%
COc1cccc(CN2CCN(S(=O)(=O)c3ccccc3)CC2)c1OC	27	-5	-2%
O=[N+]([O-])c1ccccc1N=Nc1ccc(O)cc1	-9	-2	-9%
CCC1CCC/C1=N\NC(=O)c1ccc(Cl)cc1 (stereo not given)	-5	4	-3%
C=C1CCN([C@@H](CC(C)C)C(=O)NCc2cc(OC)c(OC)c(OC)c2)S(=O)(=O)c2ccccc21	-9	-12	8%
CN(C)CCCN(C(=O)c1nc2ccccc2s1)c1nc2ccc(F)cc2s1	-2	1	-5%
O=C(Nc1ccn(CCCNCCN2CCOCC2)c(=O)n1)OCc1ccccc1	-3	-3	2%
O=C(N/N=C/c1ccoc1)c1cccc(OC(F)(F)C(F)F)c1	10	1	-7%
Cc1cc(Nc2ccccc2Cl)c2ccccc2n1	1	4	-29%
O=C(NCCc1ccccc1)c1cccc(NC(=O)C2CC2)c1	17	4	0%
C=C1CC[C@@H]2[C@](C)(CCC[C@@]2(C)/C=C/[C@@H](O)C(C)(C)O)[C@H]1CC(=O)NCCS(=O)(=O)O	8	0	0%
O=C(CCSCCC(=O)NN=Cc1ccccc1)NN=Cc1ccccc1	-2	-3	5%
COC1OC2COC(c3ccccc3)OC2C(O)C1NC(C)=O (stereo not given)	10	-3	-6%
Cc1csc(NC(=O)c2ccc(C)s2)n1	6	-7	-7%
O=S1(=O)CCOC[C@H](Cc2ccccc2)N1Cc1cccc(Cl)c1	8	-6	-3%
C#CC1(O)CCCC2C3CCC4CC(OC(C)=O)CCC4(C)C3C(=O)CC21C (stereo not given)	3	-7	-1%
Clc1cccc(Cl)c1C[n+]1cccc2ccccc21	-1	-1	4%
CN(C)S(=O)(=O)N1CCC(Oc2ccc(C(=O)N3C[C@@H]4CCC[C@H]3C4)cc2)CC1	8	5	14%
Clc1nc(-c2ccccc2)cc(-c2ccc(Br)cc2)n1	9	-1	-6%
CCN(C(=O)COC(=O)c1c2c(nc3ccccc13)CCC2)c1c(N)n(Cc2ccccc2)c(=O)[nH]c1=O	0	-4	-5%
Cc1cc2ncn(S(=O)(=O)c3ccc(S(=O)(=O)N4CCCCCC4)cc3)c2cc1C	3	-4	3%
CCC(C)N(C(=O)CSc1nc(-c2cccs2)nc2ccccc12)C1CCS(=O)(=O)C1 (stereo not given)	0	5	-14%

Compound profiles, as listed above.
Listed for O=C(NCCc1ccccc1)c1cccc(NC(=O)C2CC2)c1 = KCNH2 3.1 block = 17; KCNH2 WT inh = 4; TCR activator = 0%
Listed for Cc1csc(NC(=O)c2ccc(C)s2)n1 = KCNH2 3.1 block = 6; KCNH2 WT inh = -7; TCR activator = -7%

Other structures.
SMILES	KCNH2 3.1 block	KCNH2 WT inh	TCR activator
CCCCCn1c(SCC(=O)c2ccccc2)nc2cc(C(=O)NCC3CCCO3)ccc2c1=O (stereo not given)	26	-2	-2%
COc1ccc(C(=O)O/N=C2\C(=O)N(C)c3ccccc32)cc1	10	-12	5%
C#CCOCCOCCOCCNc1nc(N2CCN(C(=O)C([C@@H](C)CC)n3cc(C(N)COC(=O)C(F)(F)F)nn3)CC2)nc(N2CCN(C(=O)[C@H](CCC(=O)O)n3cc(C(N)CC(C)C)nn3)CC2)n1 (stereo not given in full)	-3	-6	1%
O=C(CN1C(=O)c2ccccc2S1(=O)=O)N1CCN(c2cccc(Cl)c2)CC1	-1	1	0%
O=P1(NC2CCCC2)OCC2(CO1)COP(=O)(NC1CCCC1)OC2 (stereo not given)	-5	3	2%
CCN1CCC(n2nccc2NC(=O)c2ccccc2Cl)CC1	-1	21	4%
CC(C)Oc1ccc2ccccc2c1CNC[C@H]1O[C@@H](n2cnc(C(N)=O)n2)[C@H](O)[C@@H]1O	-7	-1	-3%
O=C1C=CC(=Nc2ccc3c(c2)Cc2ccccc2-3)O1	-9	-7	-1%
COc1cc(OC)nc(NC(=O)CSc2nnc(-c3ccccc3)n2C2CCCCC2)n1	-10	-5	7%
COC(=O)[C@H]1[C@H](CCc2ccccc2)NC(=O)N(Cc2ccccc2)[C@@H]1C	13	34	-5%
COc1cccc(-n2cnc3sc(-c4ccccc4)cc3c2=O)c1	-25	3	-1%
O=C(C(=O)N1CCN(Cc2ccccc2)CC1)c1c[nH]c2ccccc12	-6	0	-8%
CCN1/C(=C/C=C2/SC(=Nc3cccc4ncccc34)N(C)C2=O)Sc2ccccc21	-8	-23	-1%
COCCN(CC(=O)Nc1ccccc1C(F)(F)F)C(=O)/C=C/c1cc(Cl)c2c(c1)OCCO2	11	-6	-7%
O=C(c1cccs1)c1sccc1Cc1ccccc1	-2	-1	-4%
CCc1ccc2c(c1)C(=O)CCC2	16	4	1%
CC[C@]12C(=O)N(C)C[C@H]([C@@H]3C(=O)N(C)C(=O)[C@@H]31)N2C(=O)c1ccc(Br)cc1	5	-2	2%
Cc1cc(=O)oc2cc(O)cc(OCc3ccccc3)c12	11	26	6%
c1ccc(-c2nnnn2-c2ccccn2)cc1	8	-4	2%
NC(=O)C1=C[C@@H](C2CCCCC2)C[C@@H](OCc2ccc(CO)cc2)O1	5	-3	-4%
CCOC(=O)c1cc(-c2ccccc2)nn1CC1CC(c2cccc([N+](=O)[O-])c2)=NO1 (stereo not given)	-4	-4	8%
Cc1ccc(Sc2ncccc2O)cc1	-2	-3	9%
O=C(O)c1ccc(-n2ncc3c2/C(=C\c2cccc([N+](=O)[O-])c2)CC3)cc1	-27	7	13%
C=CCOC(=O)C1=C[C@H](C2CCCCC2)C[C@H](OCc2ccc(CO)cc2)O1	9	-13	-7%
CSc1nccc(Oc2ccccc2Cl)n1	-9	0	1%
CCC1(CC)C(=O)C2=C3C1[C@H](C(=O)OC)CC(C(=O)OC)C[C@H]3[C@H]1C(=O)N(c3ccccc3)C(=O)[C@H]1[C@H]2C (stereo not given in full)	20	-6	0%
COc1ccc(NC(=O)c2cc(S(=O)(=O)N3CCOCC3)ccc2C)cc1S(=O)(=O)N1CCCCC1	12	9	-7%
COc1ccc(N=Nc2cc(OC)c(N)cc2OC)cc1	-20	-3	-2%
CC(O)(Cc1cccnc1)c1cccs1 (stereo not given)	6	18	-2%

Four of the entries above in order of the TCR activator value, highest first:
smiles | TCR activator
O=C(O)c1ccc(-n2ncc3c2/C(=C\c2cccc([N+](=O)[O-])c2)CC3)cc1 | 13%
Cc1ccc(Sc2ncccc2O)cc1 | 9%
CSc1nccc(Oc2ccccc2Cl)n1 | 1%
CC(O)(Cc1cccnc1)c1cccs1 (stereo not given) | -2%

Screening results deposited in PubChem BioAssay by National Center for Advancing Translational Sciences (NCATS).
